Tb PFK block – qHTS Assay to Find Inhibitors of T. brucei phosphofructokinase; AID 485367, 2010; T. brucei PFK, ADP-Glo luminescence; Potency, µM (series often up to 57.5 µM), for the others: top-dose activity, negative = inhibition, usual class: inhibitors; 330,000 tested, 0.17% active;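 note: potency is the fitted concentration of half-maximal effect; 0% = uninhibited 1x PFK enzyme wells and -100% = no-enzyme wells; nearly all actives have a fitted effect of over 60% in size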
Target sequence (O15648 whole entry, looked up): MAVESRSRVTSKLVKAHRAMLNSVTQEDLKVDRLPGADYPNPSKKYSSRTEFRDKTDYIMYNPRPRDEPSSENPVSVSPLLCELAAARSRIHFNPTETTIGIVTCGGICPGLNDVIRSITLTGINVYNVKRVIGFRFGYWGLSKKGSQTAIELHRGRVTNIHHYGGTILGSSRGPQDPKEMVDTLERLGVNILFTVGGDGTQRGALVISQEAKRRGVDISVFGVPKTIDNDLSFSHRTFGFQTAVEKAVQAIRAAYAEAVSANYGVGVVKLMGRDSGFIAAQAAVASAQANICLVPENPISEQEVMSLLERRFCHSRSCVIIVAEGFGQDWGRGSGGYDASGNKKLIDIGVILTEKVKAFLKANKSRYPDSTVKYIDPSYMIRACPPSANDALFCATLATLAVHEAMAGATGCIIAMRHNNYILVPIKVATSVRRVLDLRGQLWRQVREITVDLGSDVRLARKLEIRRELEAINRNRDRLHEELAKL
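Luminescent ADP detection (ADP-Glo, two-step: ATP depletion then ADP-to-ATP conversion for luciferase) reported PFK activity after 45 min room-temperature reaction of 1.25 nM enzyme with 0.5 mM F6P and 0.1 mM ATP at pH 8.0.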
ELG1 repair inh – qHTS screen for small molecules that inhibit ELG1-dependent DNA repair in human embryonic kidney (HEK293T) cells expressing luciferase-tagged ELG1 | 330,000 tested, 2.3% active | Potency, µM (top dose mostly 46.1 µM), for the others: at the highest dose activity change, negative = inhibition, usual class: inhibitors | HEK293T ELG1-luciferase reporter, luminescence, 16 h; DNA damage induced by 5-fluorouridine; note: potency is the fitted concentration of half-maximal effect; % is set by controls: 0 for no effect and ±100 for the full control effect; nearly all actives have a fitted effect of over 55% in size
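Quantitative HTS, concentration-response format. 2,000 cells/well co-treated with 5-fluorouridine and compound, 16 hr in 5% CO2 at 37 °C; ONE-Glo luminescence read after 30 min.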
TSG101-PTAP inh – qHTS Assay for Iinhibitors of HIV-1 Budding by Blocking the Interaction of PTAP/TSG101; Potency, µM (titrated, usually from 115 µM), for the others: at the highest dose activity change, negative = inhibition, hits mostly inhibitors; Tumor susceptibility gene 101 protein (Homo sapiens), Q99816; 340,000 tested, under 10 active; Fluorescence polarization, FITC-PTAP peptide / Tsg101 binding; active = well fitted inhibition curve with a large enough effect in the main read-out, with a control signal flat, not every such curve was filed as active; inconclusive = small, poorly fitted or top-dose-only effect, or effect the other way, or a change in a side signal; inactive = no such curve, though single readings can be large or run the other way; note: potency is the fitted concentration of half-maximal effect; % of control where 0% means no effect
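Fluorescence polarization binding of Tsg101 binding domain (10 uM final) to FITC-labeled PTAP peptide (50 nM final) in HEPES pH 7.5 buffer with NaCl, Tween 20, EDTA, TCEP. Compounds added before peptide; binding 20 min at RT.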
Integrin act MD – qHTS for Activators of Integrin-Mediated Alleviation for Muscular Dystrophy | alpha7betagal myoblasts, beta-gal FDG fluorescence, 48 h | Potency, µM (series often up to 38.3 µM), for the others: at the top dose activation, actives largely listed as activators | 350,000 tested, 0.064% active;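 note: potency is the fitted concentration of half-maximal effect; 100% = response of the positive control SU9516; nearly all actives have a fitted effect of over 60% in size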
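Alpha7betagal+/- myoblasts (passage 13) were plated 16-24 hr, then exposed to compounds (1:260 dilution of DMSO stock) for 48 hours at 37C. After MPER lysis, β-galactosidase reporter activity was read as FDG fluorescence (ex 480/em 540) after 30 minutes.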
Mito fusion act – qHTS Assay for Small Molecule Inhibitors of Mitochondrial Division or Activators of Mitochondrial Fusion | Potency, µM (top dose mostly 46.1 µM), without a hit: top-dose growth rescue (activation), hits mostly activators | S. cerevisiae fusion-defective mutant growth rescue, CellTiterGlo 48 h | 320,000 tested, 0.23% active | AID 485298, 2010;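 note: potency is the fitted concentration of half-maximal effect; % of control where 0% means no effect; nearly all actives have a fitted effect of over 45% in size; temperature-sensitive fusion mutants such as fzo1-1 at 37 °C on non-fermentable ethanol glycerol medium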
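Read-out: ATP-based luminescence (CellTiterGlo, 10 min ambient) reporting growth of fusion-defective ts yeast after 48 hours at 37C on glycerol/ethanol YPEG medium in the presence of compound.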
Eya2 phos inh – qHTS Assay for Inhibitors of the Phosphatase Activity of Eya2 | Protein phosphatase EYA2 (Homo sapiens), O00167 | recombinant Eya2, OMFP fluorescence dephosphorylation (OMFP is methylfluorescein phosphate) | Potency, µM (doses to about 76.9 µM), for inactives: at the highest dose activity, negative = inhibition, actives largely listed as inhibitors | 330,000 tested, 0.006% active; note: potency is the fitted concentration of half-maximal effect; % is set by controls: 0 for no effect and ±100 for the full control effect
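Eya2 (0.2 uM) preincubated 10 min at ambient with compound, then OMFP substrate added at 50 uM; 10 min reaction in 50 mM HEPES pH 7.5, 50 mM NaCl, 5 uM MgCl2, 0.05% BSA, 1 mM DTT. Fluorescence read at Ex 485/Em 525 nm.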
TCR act – Activators of T cell receptors: qHTS campaign. Potency, µM (highest dose often 9.22 µM), inactives show at the top dose activation of IL-2 secretion, usual class: activators. AID 504894, 2011. 330,000 tested, under 10 active. primary human leukocytes, anti-CD3, IL-2 HTRF, 48 h; note: % of control where 0% means no effect
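Compounds are tested in HTS on primary human leukocytes co-incubated with a-CD3 beads for 48 hr. IL-2 output is measured by time-resolved FRET.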
S-ASM inh – Inhibitors of Secretory Acid Sphingomyelinase (S-ASM): qHTS. Sphingomyelin phosphodiesterase (Homo sapiens), P17405. placental ASM, HMU-PC fluorogenic substrate, 60 min. Potency, µM (titrated, usually from 57.5 µM), for the others: at the highest dose activity change, negative = inhibition, hits mostly inhibitors. 340,000 tested, 0.006% active. AID 504937, 2011; note: potency is the fitted concentration of half-maximal effect
Target sequence (P17405 47-631 limits assumed): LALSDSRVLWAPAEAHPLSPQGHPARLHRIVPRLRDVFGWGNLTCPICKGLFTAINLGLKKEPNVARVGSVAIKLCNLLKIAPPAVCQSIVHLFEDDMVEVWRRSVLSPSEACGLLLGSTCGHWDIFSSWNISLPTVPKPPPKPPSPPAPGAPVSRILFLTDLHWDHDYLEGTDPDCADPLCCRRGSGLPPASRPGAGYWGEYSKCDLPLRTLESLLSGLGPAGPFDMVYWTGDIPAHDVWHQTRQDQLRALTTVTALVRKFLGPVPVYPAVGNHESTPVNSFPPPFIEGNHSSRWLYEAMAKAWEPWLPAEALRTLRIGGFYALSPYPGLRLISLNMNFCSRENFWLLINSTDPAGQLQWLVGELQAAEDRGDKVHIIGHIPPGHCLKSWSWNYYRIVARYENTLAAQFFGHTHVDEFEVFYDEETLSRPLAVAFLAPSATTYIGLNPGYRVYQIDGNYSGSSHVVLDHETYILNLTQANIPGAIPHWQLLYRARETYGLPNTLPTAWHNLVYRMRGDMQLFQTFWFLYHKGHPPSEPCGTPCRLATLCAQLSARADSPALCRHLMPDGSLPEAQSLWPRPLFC
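Fluorescence read-out (Ex 386 nm, Em 447 nm) after stopping the reaction at pH 10. Enzyme: ASM from human placenta; substrate HMU-PC0, 9 uM final; 60 min, 37 °C. Compound preincubation 10 min, ambient temperature.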
TSHR antag – Antagonists of the Thyroid Stimulating Hormone Receptor: HTS campaign; TSHR-expressing cells, TSH-stimulated cAMP HTRF, 2 h; hits give low values; AID 504810, 2011; Thyrotropin receptor (Homo sapiens), P16473; 330,000 tested, 0.2% active; activity change, negative = inhibition, % at 11.5 µM;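 active = activity change below a set negative limit, meaning inhibition stronger than a set level, cut at about -70% in these data; inconclusive = activity change between two set negative limits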; note: % is set by controls: 0 for no effect and ±100 for the full control effect
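Competitive HTRF cAMP read-out (cryptate anti-cAMP antibody, cAMP-d2; 30 min, room temperature) in freshly harvested TSHR cells. Compounds added before TSH at EC80 (4nM final), followed by 2 hours' incubation at 37 deg C.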
A-T KAP1 phos – qHTS Assay for Identifying a Potential Treatment of Ataxia-Telangiectasia; […] A-T fibroblasts, KAP-1 phosphorylation AlphaLISA; neocarzinostatin DNA damage 30 min before lysis; Potency, µM (titrated, usually from 57.5 µM), inactives show at the highest dose activation, hits mostly activators; 320,000 tested, 0.19% active; note: potency is the fitted concentration of half-maximal effect; % of control where 0% means no effect; nearly all actives have a fitted effect of over 45% in size
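hTERT-immortalized A-T patient fibroblasts ([…]), 500 cells/well in OPTI-MEM, 1% FBS, got compounds for 60 min, then NCS for 30 min at 37C. Lysates were then assayed for phospho-KAP-1 by AlphaLISA (anti-pKAP1 donor, anti-KAP1 acceptor beads), 6 hr at 25C.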
Chronic BCR inh – qHTS Assay to Find Inhibitors of Chronic Active B-Cell Receptor Signaling; ABC-DLBCL IkBa-CBG/CBR reporter, luminescence ratio, 4 h; Potency, µM (titrated, usually from 46.1 µM), for inactives: top-dose ratio change, negative = lower green/red ratio, usual class: inhibitors; 340,000 tested, 0.05% active; active = well fitted inhibition curve with a large enough effect in the signal ratio, with a control signal flat, not every such curve was filed as active; inconclusive = small, poorly fitted or top-dose-only effect, or effect the other way, or a change in a side signal; the % refers to the signal ratio;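 note: potency is the fitted concentration of half-maximal effect; plate controls were basal doxycycline-induced cells for no effect and cells given 10 µM MG132 for full effect; MG132 reads +100%, hits lower the ratio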
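Cell line TMD8 (human ABC DLBCL), stably expressing tet-inducible CBG68-IkBa fusion and CBR; IMDM/0.5% FBS; cpd up to 46 uM; dox induction, 4 h, 37C/5% CO2; dual luminescence; green/red ratio; MG132 control.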
Active calls of the source: *; u = inconclusive; x = not tested or not shown; [ ] = dose if it differs, or a comment. Unless noted, calls come from the whole dose curve; as a rule, active = well fitted curve in the direction sought with a large enough effect; inconclusive = small, poorly fitted or top-dose-only effect, or another doubt; inactive = no such curve, though single readings can be large; an effect the other way counts as inactive or inconclusive.

Order of results – TSG101-PTAP inh	TSHR antag	Chronic BCR inh	S-ASM inh	ELG1 repair inh	Eya2 phos inh	Mito fusion act	TCR act	A-T KAP1 phos	Tb PFK block	Integrin act MD
> CCn1cc(C(=O)N[C@H](C(=O)NCCCOC)C(C)C)c(=O)c2cc3c(cc21)OCO3
→ -6%	-4	u	1%	9%	-5%	-6%	-3%	-12%	-1%	1%
> CC1=C(C)CC(C(=O)NCc2c(F)cccc2Cl)C(C(=O)O)C1 (stereo not given)
→ -12%	4	1%	4%	-6%	3%	6%	0%	4%	-3%	24%
> COc1ccc(Nc2cc3n(c(=O)n2)CCc2cc(OC)c(OC)cc2-3)c(C)c1
→ -5%	-1	18µM*	8%	u	5%	7%	1%	4%	1%	2%
> O=C(Nc1sc2c(c1C(=O)O)CCCC2)c1ccccc1Cl
→ -2%	-10	u	0%	1%	1%	8%	-3%	17%	4%	20%
> C/C(=C\c1ccccc1)CN1CCC(C(=O)N2CCC(C)CC2)CC1
→ 0%	-5	-20%	2%	5%	4%	-4%	-2%[46.1 µM]	x	3%	-11%
> CCn1c(-c2nn(-c3ccc(C)cc3)ccc2=O)n[nH]c1=S
→ -9%	-3	7%	2%	0%	15%	-2%	7%	-4%	20%	35%
> Cc1coc2c1c(C)cc1oc(=O)c(CC(=O)NCC(=O)O)c(C)c12
→ -6%	-1	4%	179%[activator]	4%	7%	1%	-3%	2%	9%	-6%
> CC(=O)N1CCN(Cc2nc3cc(NC(=O)C4CCCCC4)ccc3n2C)CC1
→ -3%	x	x	1%	x	x	3%	7%	x	x	-11%
> COc1ccc(/C=N/n2cnnc2SCCO)cc1OC
→ 3%	-12	u	4%	u	-2%	0%	1%	5%	0%	2%
> O=C(Nc1cccc(S(=O)(=O)Nc2ccccc2F)c1)c1ccco1
→ -2%	2	0%	-3%	-9%	-3%	x	0%	-3%	-1%	21%
> COc1ccc(Br)cc1C(=O)Nc1cccc(C)c1
→ -6%	0	4%	-1%	16%	-19%	3%	-10%	6%	-2%	6%
> COc1ccc(OCc2n[nH]c(=S)n2Cc2ccco2)cc1
→ -1%	-13	1%	-2%	5%	14%	13%	4%	-3%	-1%	1%
> C=CCC(c1ccccc1)N(C(C)=O)c1ccco1 (stereo not given)
→ -10%	1	1%	1%	u	15%	25µM*	0%	-1%	0%	-27%
> Cc1cc2cc(C)c(SCC(=O)NCc3ccco3)nc2cc1C
→ -1%	1	11%	2%	7%	-2%	7%	-4%	6%	-1%	-7%
> CCOc1ccc(-n2c(SCC)nc3c(c2=O)SCC3)cc1
→ -3%	1	0%	0%	3%	9%	0%	-1%	-1%	20%	-1%
> Cc1ccc(-c2nnn(CC(=O)N(c3cnc4ccccc4c3)C(C(=O)NC3CCCC3)c3ccncc3)n2)o1 (stereo not given)
→ 3%	-1	5%	6%	u	-11%	-4%	-1%	-12%	2%	13%
> O=c1c2ccccc2ncn1CCOc1ccccc1[N+](=O)[O-]
→ -6%	-7	0%	4%	u	7%	0%	-4%	2%	1%	-5%
> CCOC(=O)c1ccc(CNC(=O)Cn2nnc(-c3ccc(C)cc3)n2)o1
→ 0%	-5	1%	0%	11%	-6%	5%	5%	-6%	7%	4%
> N/C(=C/C(=O)c1ccccc1O)C(F)(F)F
→ -2%	-3	3%	-3%	6%	3%	-4%	-2%[46.1 µM]	1%	1%	2%
> O=c1cnnc(N/N=C/c2ccccn2)[nH]1
→ 2%	2	-3%	3%	u	4%	-4%	4%	1%	3%	10%

Among those listed so far, 3 have a COOH group:
Order of results – TSG101-PTAP inh	TSHR antag	Chronic BCR inh	S-ASM inh	ELG1 repair inh	Eya2 phos inh	Mito fusion act	TCR act	A-T KAP1 phos	Tb PFK block	Integrin act MD
> CC1=C(C)CC(C(=O)NCc2c(F)cccc2Cl)C(C(=O)O)C1 (stereo not given)
→ -12%	4	1%	4%	-6%	3%	6%	0%	4%	-3%	24%
> O=C(Nc1sc2c(c1C(=O)O)CCCC2)c1ccccc1Cl
→ -2%	-10	u	0%	1%	1%	8%	-3%	17%	4%	20%
> Cc1coc2c1c(C)cc1oc(=O)c(CC(=O)NCC(=O)O)c(C)c12
→ -6%	-1	4%	179%[activator]	4%	7%	1%	-3%	2%	9%	-6%

Part of the list above in order of number of heavy atoms, largest number first:
Order of results – TSG101-PTAP inh	TSHR antag	Chronic BCR inh	S-ASM inh	ELG1 repair inh	Eya2 phos inh	Mito fusion act	TCR act	A-T KAP1 phos	Tb PFK block	Integrin act MD
> Cc1ccc(-c2nnn(CC(=O)N(c3cnc4ccccc4c3)C(C(=O)NC3CCCC3)c3ccncc3)n2)o1 (stereo not given)
→ 3%	-1	5%	6%	u	-11%	-4%	-1%	-12%	2%	13%
> Cc1cc2cc(C)c(SCC(=O)NCc3ccco3)nc2cc1C
→ -1%	1	11%	2%	7%	-2%	7%	-4%	6%	-1%	-7%
> C=CCC(c1ccccc1)N(C(C)=O)c1ccco1 (stereo not given)
→ -10%	1	1%	1%	u	15%	25µM*	0%	-1%	0%	-27%

New compounds follow
Order of results – TSG101-PTAP inh	TSHR antag	Chronic BCR inh	S-ASM inh	ELG1 repair inh	Eya2 phos inh	Mito fusion act	TCR act	A-T KAP1 phos	Tb PFK block	Integrin act MD
> CCC(O)C1CCN(Cc2cn(-c3ccc(OC)cc3)nc2-c2cccc(F)c2)CC1 (stereo not given)
→ 0%	-1	-11%	-5%	0%	-21%	-5%	x	-5%	0%	-59%[inhibitor]
> COc1ccc(C/C(C)=N/NC(=O)C2COc3ccccc3O2)cc1 (stereo not given)
→ -3%	24	u	0%	-16%	15%	12%	-1%	6%	u	u
> Cc1ccc(CN(C)C(=O)C2CCC(=O)N(C3CCCCCC3)C2)cc1 (stereo not given)
→ -3%	19	10%	0%	0%	0%	10%	-3%	2%	6%	-31%[inhibitor]
> COC(=O)c1ccc(OCC(O)Cn2nnc3ccccc32)cc1 (stereo not given)
→ -1%	-1	-3%	-9%	u	6%	0%	-21%	14%	4%	18%
> C=CCn1nc2ccccc2c1OCCO
→ -2%	3	-2%	4%	u	-11%	3%	0%	5%	8%	0%
> CCCSc1cc(Cl)nc(N)n1
→ -5%	20	0%	-2%	8%	-22%	-3%	-4%	-4%	0%	-4%
> O=C(Nc1ccc2cn[nH]c2c1)c1ccccc1F
→ -1%	-3	u	2%	u	-6%	1%	2%[46.1 µM]	0%	1%	-6%
> CN(CC(=O)N1CCN(c2cccc(Cl)c2)CC1)S(=O)(=O)c1cnc[nH]1
→ -1%	6	6%	3%	0%	4%	-4%	-5%	8%	-13%	1%
> CCCCC(NS(=O)(=O)c1ccc(C)cc1)C(=O)Oc1ccc2c3c(c(=O)oc2c1)CCC3 (stereo not given)
→ 0%	-11	-1%	x	10%	-2%	-8%	5%	8%	-3%	u
> O=C(c1cccc(S(=O)(=O)Nc2cccc(C(F)(F)F)c2)c1)N1CCCCC1
→ -14%	24	14%	-7%	-11%	-1%	3%	3%[46.1 µM]	-4%	0%	u
> COc1ccc(NC(=O)CN(C)C(=O)c2ccc(N3CCCCC3)c([N+](=O)[O-])c2)cc1
→ 0%	6	u	-18%	-7%	10%	0%	0%	-1%	-1%	9%
> COc1ccc(C)cc1S(=O)(=O)Nc1cccc(Cl)c1
→ -1%	-9	-1%	-2%	-10%	-28%	0%	-1%	5%	0%	7%

High-throughput results as filed in PubChem.

Outcome played no part in choosing rows. About 3.2% of those tested had a hit in this group.
